# Compound activity: PubChem, several laboratories
# PMI activator: activators of human PMI, primary screen, biochemical, fluorescence intensity, near-Km mannose 6-phosphate; AID 1214, 2008; purified human PMI, coupled resazurin fluorescence, 20 min; stronger effect = higher value; 1 = vehicle control, 0 substrate-free wells; activation factor at 20 µM; Mannose-6-phosphate isomerase (Homo sapiens), P34949; hit rate 0.005% among 190,000;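 active means activation factor of 2 or more at 20 µM, relative to plate controls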
# Target sequence (P34949 whole entry, looked up): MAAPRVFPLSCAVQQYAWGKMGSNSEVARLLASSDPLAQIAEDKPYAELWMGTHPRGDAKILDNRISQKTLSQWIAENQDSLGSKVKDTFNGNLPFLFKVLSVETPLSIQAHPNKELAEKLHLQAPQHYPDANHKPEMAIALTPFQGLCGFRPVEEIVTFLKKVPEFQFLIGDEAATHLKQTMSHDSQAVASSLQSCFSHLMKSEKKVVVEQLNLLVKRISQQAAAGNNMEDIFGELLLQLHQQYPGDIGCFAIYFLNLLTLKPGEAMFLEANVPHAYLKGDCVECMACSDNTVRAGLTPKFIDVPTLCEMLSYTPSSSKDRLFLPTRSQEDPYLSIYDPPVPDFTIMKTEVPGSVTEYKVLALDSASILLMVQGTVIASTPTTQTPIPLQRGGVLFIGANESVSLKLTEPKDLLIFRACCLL
# Redox H2O2 prof: compounds producing H2O2 with reducing agent – biochemical, NIH compound library profiling, artefact control for MLSCN library redox annotation, primary screen; activation, % at 10 µM; hit rate 0.03% among 200,000; DTT-dependent redox cycling H2O2, phenol red/HRP absorbance; 100% = 100 µM peroxide control, 0% = buffer; AID 878, 2007;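 active means activation of at least 50% relative to the plate's high and low controls in the primary single-dose screen; inactive means activation below 50%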;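 further: compound incubated with DTT at 0.8 mM final as the reducing agent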
# Hsp70 act: Hsp70 transcriptional activators, primary screen, cell-based, HeLa, Hsp70 promoter luciferase, luminescence, 10 µM; hit rate 0.04% among 200,000; HeLa Hsp70 promoter luciferase reporter; scaled: vehicle 0, proteasome-inhibitor control 100%; AID 1203, 2008; activation, % at 10 µM;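 active means activation above the mean across all tested compounds plus 3 SD, cutoff set per campaign, cut at about 5.5% in these data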;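 further: 100% = MG132 at 30 µM as the positive control and 0% = DMSO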
# Lmaj promast: Leishmania major promastigote growth inhibition, primary screen; AID 1063, 2008; Leishmania major promastigotes, resazurin fluorescence viability; inhibition, % at 10 µM; hit rate 9% among 200,000; in the data active means inhibition above about 50%;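 further: promastigotes grown with compound for 44 hours at 28 °C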
# HMGR II inh: inhibitors of E. faecalis class II HMGR, primary screen, biochemical, Enterococcus faecalis | HMG-CoA reductase (Enterococcus faecalis, mvaE) | purified E. faecalis HMGR, NADPH absorbance 340 nm kinetic | inhibition, % at 10 µM | hit rate 0.41% among 190,000 | AID 1066, 2008;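 active means inhibition above a set limit, the median over all tested compounds plus 3 SD, cut at about 9.5% in these data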;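 further: enzyme runs in reverse so mevalonate oxidation gives rising NADPH absorbance; 0% = complete reaction with DMSO and 100% = background rate lacking mevalonate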
# PMI act satM6P: human PMI activators, high substrate, primary screen, biochemical, fluorescence intensity, near-saturating mannose 6-phosphate; Mannose-6-phosphate isomerase (Homo sapiens), P34949; coupled PMI enzyme assay, resazurin fluorescence, 20 min; stronger effect = higher value; 1 = untreated enzyme, 0 = substrate-free blank; activation factor at 20 µM; hit rate 0.34% among 190,000; AID 1216, 2008;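 active means activation factor of 2 or more at 20 µM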
#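 Test system: human phosphomannose isomerase with PGI, G6PDH, diaphorase coupling enzymes; Amount: PMI at 15 ng/mL final; Reagent: Mannose-6-phosphate 1.0 mM (near-saturating) plus 0.22 mM NADP+; Timing: 20 min, room temperature; Technique: resorufin fluorescence at Ex 544/Em 590 nm; Dosing: 20 µM single dose.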
# RAM network inh: inhibitors of the yeast RAM network, primary screen, dse1pr::URA3 reporter, 5-FOA selection. S. cerevisiae dse1pr::URA3 reporter, 5-FOA growth OD615, 2 d; analog-sensitive cbk1-as2 kinase mutant strain. inhibition, % at 50 µM. hit rate 1.8% among 190,000;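 active means inhibition above a set limit, 3 SD over mean compound inhibition, cut at about 8.4% in these data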;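 further: 0% = DMSO-only wells with no growth and 100% = 10 µM 1-NA-PP1 full growth; inhibition rescues growth on 5-FOA so higher OD means more RAM inhibition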
# S1P3 antag: S1P3 receptor antagonists, primary screen, cell-based; CHO S1P3 NFAT-BLA reporter, FRET fluorescence, antagonist mode; inhibition, % at 4.98 µM; hit rate 0.27% among 170,000; AID 485, 2006;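 active means inhibition above the plate cutoff, the mean inhibition of test wells on that plate plus 3 SD, cut at about 28% in these data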;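 further: cells challenged with S1P at its EC80 of 0.8 µM; blue over green emission ratio from cleaved BLA substrate after 4 h stimulation; 0% = S1P-stimulated wells and 100% = unstimulated DMSO-only wells; some compounds past the cut are filed as inactive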
# Target sequence (Q99500 whole entry, looked up): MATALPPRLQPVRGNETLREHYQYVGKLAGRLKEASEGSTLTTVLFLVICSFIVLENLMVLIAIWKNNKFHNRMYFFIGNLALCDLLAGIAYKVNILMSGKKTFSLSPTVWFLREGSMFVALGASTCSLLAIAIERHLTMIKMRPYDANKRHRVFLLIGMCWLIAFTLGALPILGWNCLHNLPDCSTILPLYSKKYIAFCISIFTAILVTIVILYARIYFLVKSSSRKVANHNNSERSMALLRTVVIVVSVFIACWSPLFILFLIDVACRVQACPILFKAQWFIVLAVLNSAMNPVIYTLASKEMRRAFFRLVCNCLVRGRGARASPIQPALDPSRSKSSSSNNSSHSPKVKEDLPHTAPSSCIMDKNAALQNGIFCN
# TNAP inh hi DEA: human TNAP enzyme inhibitors, primary screen, biochemical, luminescent, high phosphate acceptor level, uHTS. hit rate 0.03% among 200,000. purified TNAP, CDP-star luminescence, 1 M DEA. inhibition, % at 20 µM;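 active means over 50% inhibition of tissue-nonspecific alkaline phosphatase at 20 µM in the single-dose screen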;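 further: plate controls were DMSO wells for no effect and EDTA-quenched wells as full inhibition for full effect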
# TNAP inh no acc: human TNAP enzyme inhibitors, primary screen, biochemical, luminescent, no phosphate acceptor, uHTS. Alkaline phosphatase, tissue-nonspecific isozyme (Homo sapiens), P05186. purified TNAP, CDP-star luminescence, 30 min. inhibition, % at 20 µM. hit rate 0.26% among 200,000. AID 1012, 2008;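 active means tissue-nonspecific alkaline phosphatase inhibition above about 50% at 20 µM in the single-dose screen, limit read from the data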;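 further: 0% = DMSO negative control and 100% = EDTA positive control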
# An asterisk follows results filed as active; · = not tested or not shown.
[1] CCOC(=O)N1CCN(C(=O)C2CC(c3cc(OC)ccc3OC)=NO2)CC1 (stereo unspecified)
[2] Cc1ccccc1NC(=O)CCC(=O)OCC(=O)c1cccc([N+](=O)[O-])c1
[3] COCCCn1c(Cc2csc(Nc3ccc(F)cc3)n2)nnc1SCC(N)=O
[4] O=C(CN(Cc1ccc2c(c1)OCO2)C(=O)CSc1nc2ccccc2o1)NC1CCCCC1
[5] COc1ccccc1NC(=O)c1nn(-c2ccc(F)c(F)c2)ccc1=O
[6] Cc1nnc(NC(=O)CSc2ccc(-c3cccnc3)nn2)s1

Screen / compound no.	1	2	3	4	5	6
PMI activator	1.1	1	1.1	0.9	1.1	1.2
Redox H2O2 prof	1.4	-0.1	-1.6	0.3	-0.2	0.2
Hsp70 act	-0.5	-0.2	0.1	-0.3	-0.1	-0.1
Lmaj promast	-8	-10	-4	-2	-1	-7
HMGR II inh	2	-7	0	-3	-9	-4
PMI act satM6P	1.1	1.1	1.1	1	1.1	1.2
RAM network inh	0.7	0.0	-0.7	1.9	2.7	1.6
S1P3 antag	1	3	·	9	·	-13
TNAP inh hi DEA	0	-5	-3	-8	1	-1
TNAP inh no acc	7	-6	-3	-26	-7	-8

[7] CCc1ccc(NC(=O)C(C)Nc2ccc(S(=O)(=O)NC(C)=O)cc2)cc1 (stereo unspecified)
[8] COC(=O)c1ccc(-c2nc(O)c3cnccn23)cc1
[9] O=C(Nc1nccs1)c1c(O)c2cccc3c2n(c1=O)CCC3
[10] O=C(Cn1cnc2ccccc2c1=O)N1CCN(c2ccccc2)CC1
[11] Cc1ccc(NC(=O)C2CC=CCC2C(=O)N2CCCCC2)cc1 (stereo unspecified)
[12] CC1CN(Cc2nc3c(c(=O)n(C)c(=O)n3C)n2CC(=O)c2ccccc2)CC(C)O1 (stereo unspecified)

Screen / compound no.	7	8	9	10	11	12
PMI activator	1.2	1.1	1	1	0.9	1.1
Redox H2O2 prof	2.2	0.0	1.4	0.9	-0.6	-0.2
Hsp70 act	-0.2	-0.2	0.0	-0.4	-0.5	-0.3
Lmaj promast	-1	0	96*	-3	0	6
HMGR II inh	0	0	-3	2	-11	-3
PMI act satM6P	1.2	1.2	1	1	0.9	1.1
RAM network inh	-0.7	1.1	0.9	1.9	1.7	3.0
S1P3 antag	-21	-25	-15	·	1	-9
TNAP inh hi DEA	-2	3	-7	2	-5	-5
TNAP inh no acc	-8	-1	2	-4	-12	-9

[13] CCOC(=O)c1cc(CNC(=O)c2c(C)oc3c2CCCC3)c(C)o1
[14] CCN(C(=O)CSC1=Nc2ccccc2C2CC=NN12)C1CCS(=O)(=O)C1 (stereo unspecified)
[15] CCc1cc2cc(C)cc(C)c2nc1SCC(=O)N1CCCC1
[16] CCOc1cc(/C=N/NC(=O)c2cccs2)cc([N+](=O)[O-])c1O
[17] O=C(c1ccc(COc2ccccc2Cl)o1)N1CCCC1
[18] Cc1ccc(NC(=O)/C(C#N)=C/c2cn(CC(=O)NCc3ccco3)c3ccccc23)cc1C

Screen / compound no.	13	14	15	16	17	18
PMI activator	1.1	1	1.1	1.1	0.8	0.9
Redox H2O2 prof	1.2	-0.3	1.9	-0.5	-0.1	-0.6
Hsp70 act	-0.4	0.0	-0.5	0.9	-0.1	-0.2
Lmaj promast	-7	7	15	3	1	-7
HMGR II inh	-2	-2	-3	2	2	1
PMI act satM6P	1	1	1	0.9	0.9	0.9
RAM network inh	2.2	-0.4	3.4	0.8	1.6	3.0
S1P3 antag	35	-4	·	-11	·	9
TNAP inh hi DEA	0	2	0	15	0	-2
TNAP inh no acc	-4	-24	-6	14	-5	-5

[19] COc1ccccc1CNC(=O)C(CC(C)C)NC(=O)C1CCC(C)CC1 (stereo unspecified)
[20] CCN1CCN(C(=O)CCc2nnc(CCCCc3ccccc3)o2)[C@@H](C)C1=O
[21] Cc1nc(C#N)c(N/N=C/c2cccc(Cl)c2)o1
[22] CC(=O)Nc1ccc2c(c1)C(C)(C)C(C)N2C (stereo unspecified)
[23] CN(C)c1ccc(C(=O)NC2(N3CCC3=O)CCCC2)cc1
[24] C=CCNCCOCCOc1ccc(C)cc1Br

Screen / compound no.	19	20	21	22	23	24
PMI activator	0.9	0.9	0.9	0.6	1	1
Redox H2O2 prof	0.1	0.9	-0.5	-0.9	-1.2	0.2
Hsp70 act	-0.1	-0.4	0.2	-0.1	-0.1	-0.5
Lmaj promast	12	-5	1	94*	2	99*
HMGR II inh	-8	5	-12	3	-2	0
PMI act satM6P	0.9	0.9	0.9	0.3	0.9	1
RAM network inh	5.1	1.4	0.4	3.5	0.6	-0.5
S1P3 antag	·	2	2	-8	-23	-9
TNAP inh hi DEA	-6	-3	2	11	-4	2
TNAP inh no acc	-24	-7	-8	-22	-7	-12

# Exported with two lines to a compound: part of the list above
# Sequence of screens: PMI activator | Redox H2O2 prof | Hsp70 act | Lmaj promast | HMGR II inh | PMI act satM6P | RAM network inh | S1P3 antag | TNAP inh hi DEA | TNAP inh no acc
12) CC1CN(Cc2nc3c(c(=O)n(C)c(=O)n3C)n2CC(=O)c2ccccc2)CC(C)O1 (stereo unspecified)
→ 1.1 | -0.2 | -0.3 | 6 | -3 | 1.1 | 3.0 | -9 | -5 | -9
13) CCOC(=O)c1cc(CNC(=O)c2c(C)oc3c2CCCC3)c(C)o1
→ 1.1 | 1.2 | -0.4 | -7 | -2 | 1 | 2.2 | 35 | 0 | -4
14) CCN(C(=O)CSC1=Nc2ccccc2C2CC=NN12)C1CCS(=O)(=O)C1 (stereo unspecified)
→ 1 | -0.3 | 0.0 | 7 | -2 | 1 | -0.4 | -4 | 2 | -24
15) CCc1cc2cc(C)cc(C)c2nc1SCC(=O)N1CCCC1
→ 1.1 | 1.9 | -0.5 | 15 | -3 | 1 | 3.4 | · | 0 | -6
16) CCOc1cc(/C=N/NC(=O)c2cccs2)cc([N+](=O)[O-])c1O
→ 1.1 | -0.5 | 0.9 | 3 | 2 | 0.9 | 0.8 | -11 | 15 | 14
17) O=C(c1ccc(COc2ccccc2Cl)o1)N1CCCC1
→ 0.8 | -0.1 | -0.1 | 1 | 2 | 0.9 | 1.6 | · | 0 | -5
18) Cc1ccc(NC(=O)/C(C#N)=C/c2cn(CC(=O)NCc3ccco3)c3ccccc23)cc1C
→ 0.9 | -0.6 | -0.2 | -7 | 1 | 0.9 | 3.0 | 9 | -2 | -5
19) COc1ccccc1CNC(=O)C(CC(C)C)NC(=O)C1CCC(C)CC1 (stereo unspecified)
→ 0.9 | 0.1 | -0.1 | 12 | -8 | 0.9 | 5.1 | · | -6 | -24
20) CCN1CCN(C(=O)CCc2nnc(CCCCc3ccccc3)o2)[C@@H](C)C1=O
→ 0.9 | 0.9 | -0.4 | -5 | 5 | 0.9 | 1.4 | 2 | -3 | -7
21) Cc1nc(C#N)c(N/N=C/c2cccc(Cl)c2)o1
→ 0.9 | -0.5 | 0.2 | 1 | -12 | 0.9 | 0.4 | 2 | 2 | -8
22) CC(=O)Nc1ccc2c(c1)C(C)(C)C(C)N2C (stereo unspecified)
→ 0.6 | -0.9 | -0.1 | 94* | 3 | 0.3 | 3.5 | -8 | 11 | -22
23) CN(C)c1ccc(C(=O)NC2(N3CCC3=O)CCCC2)cc1
→ 1 | -1.2 | -0.1 | 2 | -2 | 0.9 | 0.6 | -23 | -4 | -7
24) C=CCNCCOCCOc1ccc(C)cc1Br
→ 1 | 0.2 | -0.5 | 99* | 0 | 1 | -0.5 | -9 | 2 | -12

# (cont.)
[25] Cc1ccc(-c2cc(C(F)F)n3ncc(C(=O)N4CCCc5ccccc54)c3n2)cc1
[26] O=C(COC(=O)CNS(=O)(=O)/C=C/c1ccccc1)Nc1cccc2ccccc12
[27] CCOc1ccc(OCC)c(S(=O)(=O)N2CCCCC2)c1
[28] COc1ccc(OC)c(NC(=O)Cn2c(C)nc3ccccc3c2=O)c1
[29] CC1CCN(CC(=O)Nc2cc(C(F)(F)F)ccc2Cl)CC1
[30] CC(NC(=O)c1ccc(Br)s1)C1CCCO1 (stereo unspecified)
[31] CC(CN1CCOCC1)OC(=O)/C=C/c1ccccc1 (stereo unspecified)
[32] CCCc1nc(SCc2cccnc2)c2c(=O)n(C)c(=O)n(C)c2n1

Screen / compound no.	25	26	27	28	29	30	31	32
PMI activator	0.9	0.9	1.1	1	1	0.9	1.1	0.8
Redox H2O2 prof	1.4	-0.4	-0.7	0.0	-0.5	0.5	-1.3	0.1
Hsp70 act	0.1	-0.3	0.0	0.7	-0.6	-0.2	-0.3	-0.1
Lmaj promast	-4	-4	2	4	6	-4	-3	84*
HMGR II inh	-1	1	0	-1	-3	-4	6	-7
PMI act satM6P	0.8	0.8	1	1	0.9	1	1	0.8
RAM network inh	4.9	0.7	1.2	0.5	1.4	0.8	0.1	0.7
S1P3 antag	·	-15	-6	-4	8	·	-25	-2
TNAP inh hi DEA	-5	-1	-8	-5	-3	-2	-3	3
TNAP inh no acc	-11	-4	-4	-6	-6	-13	-15	-3
